FXIIa inh – inhibitors of human coagulation factor XIIa. purified human FXIIa, AMC substrate fluorescence, 2 h. AID 701. P00748. inhibition, % at 10 µM. 0.2% of 33,000 active; in the data active = inhibition above about 30%;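 note: 0% = enzyme with vehicle only and 100% = no enzyme blank; many of its hits are not listed in these tables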
FXIa inh – blocks human coagulation factor XIa activity; P03951; purified human FXIa, fluorogenic AMC substrate cleavage; inhibition, % at 10 µM; 0.3% of 33,000 active;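 active = inhibition above 40% in the primary screen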;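 note: 0% = enzyme without compound and 100% = blank wells lacking enzyme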
Target sequence (P03951 19-387 limits assumed): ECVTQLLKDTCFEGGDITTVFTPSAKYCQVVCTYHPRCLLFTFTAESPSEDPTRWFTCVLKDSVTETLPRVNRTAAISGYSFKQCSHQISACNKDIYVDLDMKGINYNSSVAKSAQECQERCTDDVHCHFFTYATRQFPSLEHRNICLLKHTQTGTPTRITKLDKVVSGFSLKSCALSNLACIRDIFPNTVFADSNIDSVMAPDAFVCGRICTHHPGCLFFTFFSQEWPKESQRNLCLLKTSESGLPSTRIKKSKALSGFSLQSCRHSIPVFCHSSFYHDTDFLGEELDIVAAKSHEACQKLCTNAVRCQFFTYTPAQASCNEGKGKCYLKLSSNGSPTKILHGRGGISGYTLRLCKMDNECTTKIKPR
Target sequence (P03951 388-625 limits assumed): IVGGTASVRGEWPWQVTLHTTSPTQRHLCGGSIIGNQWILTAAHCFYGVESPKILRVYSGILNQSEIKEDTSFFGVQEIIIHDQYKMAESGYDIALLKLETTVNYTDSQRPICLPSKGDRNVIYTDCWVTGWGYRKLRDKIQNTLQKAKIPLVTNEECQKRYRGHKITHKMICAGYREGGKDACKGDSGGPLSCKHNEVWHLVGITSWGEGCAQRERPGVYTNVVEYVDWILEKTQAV
* hit, by the source's call. The list is partial, so the mix of outcomes need not match the whole.

SMILES | FXIIa inh | FXIa inh
CCCCNS(=O)(=O)c1ccc(NS(=O)(=O)c2c(C)cc(C)cc2C)cc1 | 8 | -1
Cc1ccc(C(=O)c2cn[nH]c2-c2ccccc2O)cc1 | 7 | 3
Cc1ccc(OCC(=O)OCC(=O)c2c(N)n(C)c(=O)n(C)c2=O)cc1C | 6 | 4
O=C(O)CCCSCC(=O)Nc1ccccc1 | 9 | 7
CCC(=O)N1CN(S(=O)(=O)c2ccc(C)cc2)CC1C (stereo unspecified) | 0 | -3
COc1ccc(Br)cc1CN1CCCC(C(=O)N2CCCCC2)C1 (stereo unspecified) | 1 | 4
O=C(COc1ccc(-c2ccccc2)cc1)N1CCN(S(=O)(=O)Cc2ccccc2)CC1 | 22 | 1
Cc1[nH]c(=O)c(C#N)c2c1CCCC2 | 7 | -6
CC1(C)CC(=O)C(C=NCCN2CCN(CCc3ccccc3)CC2)=C(O)C1 | 4 | -1
CCOC(=O)c1[nH]c(C)c(/C(O)=C2\C(=O)C(=O)N(CCCN(CC)CC)C2c2cccnc2)c1C (stereo unspecified) | 6 | -4
CCCNC(=O)c1cn(CC)c2cc(N3CCN(C)CC3)c(F)cc2c1=O | -13 | 24
C=CCn1c(SCC(=O)NC(C)(C)C)nnc1-c1ccccc1O | 1 | -5
OCc1nc2ccccc2n1C/C=C/c1ccccc1 | -14 | 1
COC(=O)c1[nH]c2cc(OC)ccc2c1NC(=O)c1nonc1C | 6 | 11
C[N+](C)(C)CCCCCCCCCC[N+](C)(C)C | 1 | -1
c1ccc(CSc2nnnn2-c2ccc3c(c2)OCCO3)nc1 | 1 | 3
CC(O)c1cc2c(cc1NC(=O)c1cnn3c1NC(c1ccco1)CC3C(F)(F)F)OCO2 (stereo unspecified) | 9 | 0
Clc1ccc(-c2n[nH]c3c2CCC3)cc1Cl | 5 | 2
CC(=O)Nc1ccc(S(=O)(=O)N2CCC(NC(=O)c3ccco3)CC2)cc1 | 2 | -1
COC(=O)C1CCN(C(=O)c2cc3ccccc3oc2=O)CC1 | 5 | 4
COC(=O)CSc1nc2ncccc2[nH]1 | 6 | 6
Cc1ccc(CNC(=O)c2ccc3c(=O)n(CC4CCCO4)c(=S)[nH]c3c2)cc1 (stereo unspecified) | 2 | 4
CC(C)(C)c1ccc(Cn2nnc3c(=O)[nH]c(C4CCN(C(=O)Cc5cccs5)CC4)nc32)cc1 | 6 | 2
COc1ccc(C(=O)Nc2ccccc2N2CCN(C(=O)C(C)C)CC2)cc1Cl | -11 | 2
CCCS(=O)(=O)N1CCN(C(=O)CCC2CCCC2)CC1 | 7 | 5

Following part
SMILES | FXIIa inh | FXIa inh
N#CC1=C(N)OC2=C(C(=O)CC(c3ccco3)C2)C1c1ccc(OCc2c(F)cccc2Cl)cc1 (stereo unspecified) | 0 | 5
Cc1ccc(Cn2c(CN3CC(C)OC(C)C3)nc3c2c(=O)n(C)c(=O)n3C)cc1 (stereo unspecified) | 3 | 2
Cc1cccc(N2C(=O)CC(N3CCN(c4ccccc4)CC3)C2=O)c1 (stereo unspecified) | -2 | 0
CC1(C)Cc2c(C#N)c(NCCc3ccccc3)nc(-c3ccco3)c2CO1 | -8 | -9
COc1ccc(N2Nc3n[nH]c(N)c3N2)cc1 | 7 | -1
COc1ccc(CCN2C(=O)c3ccncc3C2=O)cc1OC | 1 | 5
CN=C1c2cc3c(Br)c(OC)ccc3n2CCN1C | 8 | 7
O=C(O)c1cccc(NC(=O)C2CCCO2)c1 (stereo unspecified) | 2 | -5
C=C(C)COc1ccc(-c2nc(N)ncc2Oc2ccc(OC)cc2)c(O)c1 | 4 | -3
COC(=O)Cn1nc(C)c2ccccc2c1=O | 4 | 5
CC1(C)COC(c2cccn2Cc2ccccc2Cl)=N1 | 6 | -7
N#Cc1c(NCCN)nc(-c2ccco2)c2c1CCCC2 | -16 | 27
CCC(C)N(C)Cc1cccc(C2(O)CCN(S(=O)(=O)c3ccc(F)cc3)CC2)c1 (stereo unspecified) | 2 | -6
CC(=O)C(C)Oc1ncn(-c2ccccc2)n1 (stereo unspecified) | 2 | 3
O=C1CC(N(C(=O)c2ccco2)c2ccc(F)cc2)C(=O)N1c1ccc(F)cc1 (stereo unspecified) | 8 | 4
CCC(=O)c1ccc(OCC(O)Cn2c(C)nc3ccccc32)cc1 (stereo unspecified) | 3 | -1
O=P(Cc1nnco1)(c1ccccc1)c1ccccc1 | 4 | -3
CCCNCc1cc(Cl)c(OCC)c(Cl)c1 | 0 | -5
O=C(CSc1nnc(-c2c[nH]c3ccccc23)n1CC1CCCO1)Nc1ccc2c(c1)OCCO2 (stereo unspecified) | -1 | -1
O=C(O)CN1C(=O)SC(Nc2ccccc2)C1=O (stereo unspecified) | 5 | 2
Cc1cc(N2CCN(c3cccc(C(F)(F)F)c3)CC2)n2nc(C)nc2n1 | -13 | -2
Cc1ccc2cccc(NC(=O)C(F)(F)F)c2n1 | 4 | -4
CC(C)c1ccccc1NC(=O)c1cnccn1 | 5 | -5
COCCOC(=O)c1c(C)nc(SCC(=O)Nc2ccc(OC)cc2)c(C#N)c1-c1ccco1 | 6 | 1
CN(C)c1nc(N)nc(CSc2ccccn2)n1 | 8 | 4

Entries of single compounds, looked up by structure. Values in the order: FXIIa inh, FXIa inh
`CC1(C)Cc2c(C#N)c(NCCc3ccccc3)nc(-c3ccco3)c2CO1` is listed with -8, -9
`CC(C)c1ccccc1NC(=O)c1cnccn1` is listed with 5, -5
`O=C(O)CN1C(=O)SC(Nc2ccccc2)C1=O` (stereo unspecified) is listed with 5, 2
`COCCOC(=O)c1c(C)nc(SCC(=O)Nc2ccc(OC)cc2)c(C#N)c1-c1ccco1` is listed with 6, 1
`CCC(C)N(C)Cc1cccc(C2(O)CCN(S(=O)(=O)c3ccc(F)cc3)CC2)c1` (stereo unspecified) is listed with 2, -6

Six entries already listed, sorted by count of non-hydrogen atoms, high to low:
SMILES | FXIIa inh | FXIa inh
CC(O)c1cc2c(cc1NC(=O)c1cnn3c1NC(c1ccco1)CC3C(F)(F)F)OCO2 (stereo unspecified) | 9 | 0
COc1ccc(C(=O)Nc2ccccc2N2CCN(C(=O)C(C)C)CC2)cc1Cl | -11 | 2
C=C(C)COc1ccc(-c2nc(N)ncc2Oc2ccc(OC)cc2)c(O)c1 | 4 | -3
Cc1cc(N2CCN(c3cccc(C(F)(F)F)c3)CC2)n2nc(C)nc2n1 | -13 | -2
COc1ccc(Br)cc1CN1CCCC(C(=O)N2CCCCC2)C1 (stereo unspecified) | 1 | 4
COC(=O)C1CCN(C(=O)c2cc3ccccc3oc2=O)CC1 | 5 | 4

(continued)
SMILES | FXIIa inh | FXIa inh
Cc1ccc(S(=O)(=O)NCC(c2ccccc2)N2CCN(CCC#N)CC2)cc1 (stereo unspecified) | 4 | -6
O=C(Nc1cc(C(F)(F)F)ccc1N1CCCCC1)c1ccc(Br)o1 | 4 | -1
Cc1ccc(C)c(S(=O)(=O)N2CCN(CC(=O)N3CCc4ccccc4C3)CC2)c1 | 6 | -2
CC(C)CCn1c(=O)c2ccccc2c2ccccc2c1=O | 11 | 6
O=C(Cn1c(C2CC2)nc2ccccc2c1=O)Nc1ccc(Br)cc1 | 4 | 1
CC1CC1C(=O)OCc1cc(=O)n2cc(Br)ccc2n1 (stereo unspecified) | 9 | 5
COc1ccc(OC(=O)c2cccc(S(=O)(=O)N3CCCC3)c2)cc1 | 4 | 3
CCOc1ccc(NC(=O)N(CCC(C)C)C2CCN(C(C)=O)CC2)cc1 | 3 | -9
CCOc1cc2c3c(c1)C1(Nc4ccccc4S1)C(=O)N3C(C)(C)CC2C (stereo unspecified) | 5 | -1
Cc1ccc(N2C(=O)C3Sc4[nH]c(=O)sc4C(c4ccccc4)C3C2=O)cc1 (stereo unspecified) | 5 | -2
CCOc1ccc(NC(=O)C2=C(C)C(=O)OC23CCC(C)CC3)cc1 (stereo unspecified) | 7 | 1
O=C(CNC(=O)c1ccco1)OCC(=O)c1ccc2ccccc2c1 | 6 | 0
Cc1ccc(S(=O)(=O)N(C)c2ccc(C(=O)N3CCN(Cc4ccc5c(c4)OCO5)CC3)cc2)cc1 | -4 | -12
Cc1ccccc1NC(=O)Cn1cnc2c1c(=O)n(C)c(=O)n2C | 2 | 6
O=C(NCCC1=CCCCC1)c1cnc2n(c1=O)CCS2 | 5 | -3
O=C(O)CC1=C(O)C(=O)N(c2ccccc2)C1c1ccc(Cl)cc1 (stereo unspecified) | 4 | -4
O=C(OCn1nnc2ccccc2c1=O)c1ccc2c(=O)n3c(nc2c1)CCC3 | 1 | 3
CCOC(=O)c1cnc(SCC(=O)Nc2ccc(NC(=O)CC)c(OC)c2)nc1N | -9 | 2
COc1cccc(C2(O)CCN(C(=O)Cc3cccnc3)CC2)c1 | 7 | -2
COc1c(C)cc(Br)cc1C(=O)NCc1cccnc1 | 7 | 1
O=C(CCOc1ccccc1)Nc1ccccc1 | 13 | 1
Cc1nnc(SCC(=O)N2CC(=O)Nc3ccccc32)n1C | 4 | 6
O=C(NCC1c2ccccc2CCN1C(=O)CN1C(=O)c2ccccc2C1=O)C1CCCCC1 (stereo unspecified) | 9 | -4
O=c1c2c3c(sc2nc2n1CCCC2)CCCC3 | 3 | 9
CC1Cc2ccccc2N1C(=O)CSc1nnc(Cn2nnc3ccccc32)n1C (stereo unspecified) | 7 | 0

The list goes on.
SMILES | FXIIa inh | FXIa inh
CCOC(=O)Cn1cnc([N+](=O)[O-])n1 | 3 | 10
COc1ccccc1-n1c(C)nnc1SCC(=O)Nc1cc(C)cc(C)c1 | 6 | -5
CCCCN(CC)C(=O)Cn1c(=O)sc2ccccc21 | -5 | -3
CCOC(=O)C1=C(N)Oc2ccc3ccccc3c2C1c1cccnc1 (stereo unspecified) | -2 | -2
CCN(CC)CC(=O)Nc1c(C)cc(C(C)(C)C)cc1C | 3 | -4
O=C(Nc1nnc(C2CC2)s1)c1ccccn1 | 3 | -1
CC1(C)CC(=O)c2cc(C(=O)N3CCCC(C)(C)C3)c(=O)n(-c3ccccc3)c2C1 | -8 | -1
O=C(Cc1cccs1)Nc1ccc(NC(=O)c2ccco2)cc1 | 1 | 3
COc1ccc(NC(=O)CN2C(=O)c3cccc4cccc2c34)cc1OC | -6 | -4
CCOc1ccc(CCNC(=O)CCc2c(C)nc3ncnn3c2C)cc1OCC | 4 | 3
CCNCCOC(c1ccccc1)c1ccccc1 | -19 | 13
CC(C)CCOC(=O)/C(=C/c1ccco1)NC(=O)/C=C/c1ccccc1 | 8 | -3
COC(=O)c1c(O)c2c([nH]c1=O)CCCC2 | 7 | -7
CCOC(=O)c1ccc(NC(=O)N2CCN(CCc3ccccc3)CC2)cc1 | 2 | -5
NC(=O)CSCc1ccc(Br)cc1 | 3 | -6
CCN=c1scc(C)n1/N=C/c1ccsc1 | 4 | 1
COc1ccc(-c2nnc(SCC(=O)NCc3cccs3)n2C)cc1 | 7 | 0
CCOCCN(C=O)c1cccc(OC)c1 | 0 | -3
CNC(=S)N1N=C(c2ccc(C)cc2)CC1c1ccc(Br)cc1 (stereo unspecified) | 3 | 1
Cc1nc(CNS(=O)(=O)c2cccc(F)c2)cs1 | -15 | 40
O=C1CC(N2CCOCC2)C(=O)N1CCc1ccccc1 (stereo unspecified) | 4 | -1
CC#CCNCc1ccccc1 | 7 | 4
O=C(CC1NC(=O)NC1=O)Nc1ccccc1 (stereo unspecified) | -7 | -2
CCCS/C(N)=N/N=C/c1ccccc1O | -12 | 30

Structures above with a Cl atom, in the order listed:
SMILES | FXIIa inh | FXIa inh
Clc1ccc(-c2n[nH]c3c2CCC3)cc1Cl | 5 | 2
COc1ccc(C(=O)Nc2ccccc2N2CCN(C(=O)C(C)C)CC2)cc1Cl | -11 | 2
N#CC1=C(N)OC2=C(C(=O)CC(c3ccco3)C2)C1c1ccc(OCc2c(F)cccc2Cl)cc1 (stereo unspecified) | 0 | 5
CC1(C)COC(c2cccn2Cc2ccccc2Cl)=N1 | 6 | -7
CCCNCc1cc(Cl)c(OCC)c(Cl)c1 | 0 | -5
O=C(O)CC1=C(O)C(=O)N(c2ccccc2)C1c1ccc(Cl)cc1 (stereo unspecified) | 4 | -4

Assay outcomes (PubChem BioAssay)
